Source: PubChem (several laboratories)
TcdB GH inh: blocks C. difficile toxin B glycohydrolase activity; P18177; hit rate 0.24% among 350,000; inhibition, % at 9.99 µM; TcdB glycohydrolase enzymatic assay, plate reader; in the data active = inhibition above about 10%
PrPC surface inh: reduces human prion protein on the cell surface; cell surface PrPC, TR-FRET read-out; inhibition, % at 13.8 µM; hit rate 0.43% among 370,000; AID 720596; in the data active = inhibition above about 24%; also: 0% = median of the test wells and 100% = reference compound wells
PfHsp40 rescue: rescue of PfHsp40-mediated yeast toxicity; hit rate 0.68% among 340,000; growth rescue, % at 12.5 µM; S. cerevisiae expressing PfHsp40, growth rescue, ATP luminescence; AID 504582; in the data active = growth rescue above about 28%, passing the limit was not always enough; inconclusive = no clear call, values can overlap the other calls;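 also: yeast W303a lacking pdr1 and pdr3 grown in galactose medium; growth measured after three days at 30 °C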
Anthrax LF prot: anthrax lethal factor protease inhibition; P15917; multiplex microsphere protease cleavage assay, LF; inhibition, % at 10 µM; hit rate 0.12% among 360,000; also: plate controls were buffer without enzyme for full effect and enzyme alone for no effect
Target sequence (P15917 whole entry, looked up): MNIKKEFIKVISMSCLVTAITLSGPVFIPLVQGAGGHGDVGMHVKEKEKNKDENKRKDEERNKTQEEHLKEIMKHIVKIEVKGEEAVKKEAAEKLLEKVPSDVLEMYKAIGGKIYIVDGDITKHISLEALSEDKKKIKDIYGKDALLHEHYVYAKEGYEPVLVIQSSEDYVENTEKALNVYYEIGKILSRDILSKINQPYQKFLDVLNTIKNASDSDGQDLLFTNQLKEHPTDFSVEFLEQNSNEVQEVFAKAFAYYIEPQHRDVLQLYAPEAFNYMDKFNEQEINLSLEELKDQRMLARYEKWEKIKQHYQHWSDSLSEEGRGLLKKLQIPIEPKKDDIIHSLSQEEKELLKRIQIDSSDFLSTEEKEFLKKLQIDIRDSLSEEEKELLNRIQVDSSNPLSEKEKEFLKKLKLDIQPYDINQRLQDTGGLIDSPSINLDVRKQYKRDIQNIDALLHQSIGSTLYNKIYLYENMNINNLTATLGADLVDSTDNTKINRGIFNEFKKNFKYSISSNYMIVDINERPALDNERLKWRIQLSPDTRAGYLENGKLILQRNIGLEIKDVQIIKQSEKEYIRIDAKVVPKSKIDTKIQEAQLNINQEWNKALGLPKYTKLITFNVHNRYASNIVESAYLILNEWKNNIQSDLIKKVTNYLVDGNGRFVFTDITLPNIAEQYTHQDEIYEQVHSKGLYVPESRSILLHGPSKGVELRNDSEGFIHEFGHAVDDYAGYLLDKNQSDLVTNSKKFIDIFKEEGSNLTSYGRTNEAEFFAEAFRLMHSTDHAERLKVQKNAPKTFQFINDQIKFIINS
BoNT-F LC inh: BoNT F light chain protease inhibition | AID 588497 | Multiplex microsphere protease cleavage assay, flow cytometry | inhibition, % at 10 µM | hit rate 0.22% among 360,000; in the data active = inhibition above about 35%, passing the limit was not always enough; inconclusive = no clear call, values can overlap the other calls; also: plate controls were buffer without enzyme for full effect and enzyme alone for no effect
FadD28 FP inh: M. tuberculosis FadD28 bisubstrate binding inhibition; hit rate 0.22% among 360,000; inhibition, % at 12.5 µM; FadD28 bisubstrate probe binding, fluorescence polarization; AID 588549; in the data active = inhibition above about 8.5%, passing the limit was not always enough; inconclusive = no clear call, values can overlap the other calls
CCHF vOTU inh: CCHFV vOTU protease inhibition; Pep-AMC fluorescence; inhibition, % at 11.5 µM; hit rate 0.55% among 370,000; AID 651958; in the data active = inhibition above about 30%; also: 0% = vehicle wells with enzyme and 100% = no enzyme wells
Yp Topo-I inh: inhibitors of Yersinia pestis topoisomerase I. Y. pestis Topo-I cleavage product accumulation, plate reader. activity, % at 10 µM. hit rate 0.064% among 360,000. AID 504884; in the data active = activity above about 50%, passing the limit was not always enough; inconclusive = no clear call, values can overlap the other calls; also: inactives centre near 2
BoNT-A LC inh2: blocks Botulinum neurotoxin A light chain protease; multiplex microsphere protease substrate cleavage, flow cytometry; inhibition, % at 10 µM; hit rate 0.17% among 360,000; AID 588499; also: plate controls were buffer without enzyme for full effect and enzyme alone for no effect
* marks the source's active call; other numbers are inactive results; ? = inconclusive; / = no result given. Rule as the data show it, unless noted: active = inhibition above about 30%; inconclusive = no clear call, values can overlap the other calls; inactive = below that.

SMILES | TcdB GH inh | PrPC surface inh | PfHsp40 rescue | Anthrax LF prot | BoNT-F LC inh | FadD28 FP inh | CCHF vOTU inh | Yp Topo-I inh | BoNT-A LC inh2
COc1cc(OC)cc(N(C(=O)C2COc3ccccc3O2)C(C(=O)NC2CCCCC2)c2ccc(O)cc2)c1 (stereo not given) | / | 21 | -0.2 | -3 | 8 | -2.9 | 17 | -4 | 0.0
COCCOCCn1cnc2ccccc21 | / | -6 | 0.8 | 1 | 3 | 0.1 | 8 | 9 | 1.2
Cc1cc(N)ccc1-n1nc2ccccc2n1 | 0.3 | -5 | -0.1 | 3 | -3 | -3.1 | 0 | 4 | -1.4
CC1(C(=O)Nc2ccc3c(c2)OCCO3)CCN1C(=O)C1(c2ccccc2)CC1 (stereo not given) | 1.5 | 6 | / | -2 | -7 | -0.3 | -9 | 1 | -0.5
O=C(CN1CCCCCC1)Nc1ccc([N+](=O)[O-])cc1Cl | -2.2 | -5 | -0.9 | 2 | -5 | -2.1 | 3 | 1 | 0.0
CCOc1ncccc1C(=O)Nc1nnc(C)s1 | 2.8 | 1 | 0.1 | -5 | 3 | -1.5 | -9 | 5 | -0.4
C[C@]12c3[nH]c4ccc(Cl)cc4c3CCN1C(=O)[C@@H](CC(=O)NCCCn1ccnc1)C[C@@H]2C(=O)N1CCCCC1 | 1.1 | 1 | -0.3 | -1 | -2 | -4.3 | 3 | 13 | -0.3
COc1ccc(CC(=O)Nc2sc3c(c2C(N)=O)CCCC3)cc1 | -0.2 | 10 | -0.8 | -6 | 22 | -1.3 | 16 | -4 | -0.6
CC1C(=O)N(Cc2cn(CCC3OCCCO3)nn2)CCS(=O)(=O)N1Cc1ccc(-c2ccc(Cl)nc2)cc1 (stereo not given) | 1.3 | -5 | / | -8 | 1 | -2.4 | 16 | 33 | -0.3
COc1ccccc1NC(=O)C(=O)NNC(=O)c1ccco1 | / | 5 | -0.2 | 12 | -9 | -1.2 | 5 | 2 | -0.4
Brc1cc2ccccc2[n+](Cc2ccccc2)c1 | 0.4 | -49 | 3.4 | 2 | 9 | -1.6 | 14 | 4 | 0.2
Cc1cccc(SC2CCN(C(=O)C3CCC(=O)N(C4CC4)C3)CC2)c1 (stereo not given) | 2.3 | -3 | -1.8 | 3 | 3 | -2.0 | -14 | 9 | -0.2
COc1ccc(NC(=O)c2nc[nH]c2C(=O)N[C@@H](C)c2ccccc2)cc1 | 2.0 | 7 | 1.3 | -2 | -9 | -13 | 8 | 0 | -0.3
O=C(O)C1C2CCC(O2)C1C(=O)Nc1ccc(Cl)cc1 (stereo not given) | -0.2 | 3 | -0.4 | 5 | 1 | -2.7 | -12 | 7 | -1.1
CCOc1cc(C)c(S(=O)(=O)Nc2ccc(Cl)cn2)cc1C | / | -4 | 0.9 | -1 | 0 | -1.6 | 6 | -7 | -0.2
CCC(CC)C(=O)Nc1cccc(C(=O)NC(C)(C)C)c1 | -1.0 | -3 | -0.8 | 11 | 1 | -0.9 | 10 | 3 | 0.7
CCOC(=O)c1ccccc1NC(=O)c1cccc([N+](=O)[O-])c1 | 1.2 | -1 | 0.8 | -2 | 6 | 2.1 | 2 | -6 | 0.2
CCCOC(=O)C1C2C=CC3(CN(c4cccc(Cl)c4)C(=O)C13)O2 (stereo not given) | 0.5 | -6 | 0.8 | -2 | -5 | -4.5 | -4 | 1 | 0.6
O=C(CSc1nnc(CNC(=O)c2ccccc2)o1)NCc1ccco1 | 1.3 | 3 | 0.0 | -1 | -4 | 0.7 | -8 | 6 | -0.7
CCc1ccc(Nc2ncc3c(n2)CC(C)CC3=O)cc1 (stereo not given) | 1.1 | -2 | -0.5 | -3 | -2 | -0.6 | 10 | 1 | -1.0
CC1CCN(CCOCCOc2ccc(Cl)cc2Br)CC1 | 1.9 | 8 | 0.5 | -2 | -10 | -3.3 | 1 | 6 | 0.2
CCN(CC)C(=O)C1=C(C)N(Cc2ccc(C(C)(C)C)cc2)C(=O)C(CC(=O)NC2CCCC2)C1 (stereo not given) | -2.8 | 6 | / | 3 | -2 | 0.4 | 19 | 31 | 0.0
COc1ccccc1-c1c(C)oc2cc(OCC(=O)OCc3ccccc3)ccc2c1=O | 0.3 | -4 | -0.4 | 1 | -4 | -2.0 | -2 | 19 | 0.4
CC(C)NC(=O)CSCc1ccccc1Cl | / | -1 | -0.6 | 12 | 2 | 0.8 | -2 | 6 | 0.3
CC1CCCCN1C(=O)c1cc(-c2ccc3c(c2)OCO3)on1 (stereo not given) | -1.5 | 6 | -1.1 | -6 | 4 | -2.0 | 16 | 15 | 0.1
O=S(=O)(c1ccc(F)cc1)c1nc(-c2ccccc2F)oc1N1CCCCC1 | / | 3 | -0.2 | -6 | 3 | -3.3 | -1 | 47 | ?
Cc1ccc(N2C(=O)C3C4C=CC(C4)C3C2=O)cc1C (stereo not given) | / | -4 | 1.1 | -4 | 2 | -0.5 | -3 | 2 | 1.8
O=c1c(C(c2c(O)nc3n(c2=O)CCS3)c2cccc3ccccc23)c(O)nc2n1CCS2 | / | 11 | -0.8 | 0 | 26 | -1.9 | 4 | 6 | 1.5
Cc1cc(OCC(=O)NCC(c2ccc(F)cc2)N2CCOCC2)ccc1Cl (stereo not given) | 0.8 | -1 | 0.5 | -1 | -6 | -2.6 | 5 | 9 | -1.4
O=C1Nc2ccccc2C(O)(C(=O)NCc2ccc3c(c2)OCO3)N1c1ccccc1 (stereo not given) | / | -8 | -0.8 | -8 | 3 | -2.3 | -1 | -10 | -0.4

2 compounds from above, showing only Yp Topo-I inh, PrPC surface inh and FadD28 FP inh:
structure	Yp Topo-I inh	PrPC surface inh	FadD28 FP inh
CC1C(=O)N(Cc2cn(CCC3OCCCO3)nn2)CCS(=O)(=O)N1Cc1ccc(-c2ccc(Cl)nc2)cc1 (stereo not given)	33	-5	-2.4
COc1ccccc1NC(=O)C(=O)NNC(=O)c1ccco1	2	5	-1.2

Additional results.
SMILES | TcdB GH inh | PrPC surface inh | PfHsp40 rescue | Anthrax LF prot | BoNT-F LC inh | FadD28 FP inh | CCHF vOTU inh | Yp Topo-I inh | BoNT-A LC inh2
CCc1ccccc1NC(=O)CN1CCN(C(=O)CNC(=O)c2ccccc2F)CC1 | 0.5 | 0 | 0.9 | -5 | 0 | -1.1 | -7 | 6 | 0.3
O=C(CSc1nc2ccccc2c(=O)n1-c1ccccc1)c1c[nH]c2ccccc12 | 0.9 | 3 | -0.8 | -1 | 1 | -2.6 | 7 | 9 | 0.0
Cc1ccc(NC(=O)NC(=O)CN2C(=O)NC3(CCCCCCC3)C2=O)c(C)c1 | 1.8 | 4 | 0.4 | 1 | 7 | -1.0 | 0 | 6 | 1.0
Cc1ccc2nc(C3CCCN(C(=S)Nc4ccccc4C)C3)[nH]c2c1 (stereo not given) | -1.9 | 0 | 0.3 | 6 | -6 | -5.5 | -4 | 0 | 0.1
Cc1nn(Cc2ccc(C(=O)Nc3ccccc3C(F)(F)F)o2)c(C)c1Br | / | 5 | -0.3 | -2 | -1 | -3.1 | 10 | 6 | -0.4
OCC[C@@H]1C[C@@H](O)[C@H](O)[C@@]2(CCCO2)O1 | 0.1 | -6 | -0.7 | 1 | 2 | 0.0 | 8 | -7 | 0.1
CC(=O)C1=C(O)C(=O)N(CCN2CCOCC2)C1c1ccc(N(C)C)cc1 (stereo not given) | / | -4 | -0.4 | -1 | -4 | -2.2 | 13 | -2 | 0.5
Cc1ccc(NC(=O)CN(C)C(=O)COc2ccc(Br)cc2)cc1 | -0.3 | 5 | / | -7 | -2 | -0.7 | 0 | 0 | -0.1
O=C(O)c1cc(-c2ccc(-c3c(-c4ccc5c(c4)OCO5)noc3-c3ccsc3)cc2)nc2ccccc12 | 1.2 | 0 | 2.5 | 2 | -2 | -21 | -5 | 4 | 0.0
Cc1ccc2[nH]c(O)c(N=Nc3ccccc3[N+](=O)[O-])c2c1 | 0.9 | 1 | -0.6 | -4 | -1 | -3.8 | 6 | -5 | -0.1
Cn1c(=O)[nH]c(=O)c2c1nc1n2CCCN1CCc1ccccc1 | / | 0 | -1.8 | -3 | -18 | -0.6 | 13 | 6 | -0.6
Cc1ccc(OCc2ccc(C(=O)Nc3nc4ccccc4n3Cc3ccccc3)o2)c([N+](=O)[O-])c1 | / | -4 | 1.3 | 2 | -1 | -2.0 | 9 | 2 | 0.3
O=C(CCCc1ccccc1)Nc1ccc(Br)cc1F | / | / | 1.6 | 32* | -26 | 0.8 | / | 5 | -1.2
COc1ccc(C(NCC(=O)NC(C)c2ccc(Cl)cc2)c2ccccc2)cc1 (stereo not given) | 1.0 | -2 | -1.5 | 8 | 3 | / | 24 | 2 | -2.5
COc1ccc(S(=O)(=O)N2CCCCCC2)cc1C(=O)NCc1cccs1 | 0.2 | 6 | 0.2 | -8 | 0 | ? | -10 | 32 | -0.5
CCc1c(C)nc2ncnn2c1N1CCCC(C(=O)NCc2ccc3c(c2)OCO3)C1 (stereo not given) | / | 8 | 0.8 | -6 | 2 | -0.8 | 1 | 5 | 2.1
O=C(CS)Nc1ccc2ccccc2c1 | 0.6 | 8 | -0.3 | -7 | 6 | -0.7 | 11 | -11 | 0.8
Clc1ccccc1CSc1nnc(-c2cccnc2)n1Cc1ccco1 | / | -4 | 0.7 | 2 | 4 | -10 | 2 | 10 | 2.8

12 consecutive records out of the list so far, for reference:
SMILES | TcdB GH inh | PrPC surface inh | PfHsp40 rescue | Anthrax LF prot | BoNT-F LC inh | FadD28 FP inh | CCHF vOTU inh | Yp Topo-I inh | BoNT-A LC inh2
CCc1ccccc1NC(=O)CN1CCN(C(=O)CNC(=O)c2ccccc2F)CC1 | 0.5 | 0 | 0.9 | -5 | 0 | -1.1 | -7 | 6 | 0.3
O=C(CSc1nc2ccccc2c(=O)n1-c1ccccc1)c1c[nH]c2ccccc12 | 0.9 | 3 | -0.8 | -1 | 1 | -2.6 | 7 | 9 | 0.0
Cc1ccc(NC(=O)NC(=O)CN2C(=O)NC3(CCCCCCC3)C2=O)c(C)c1 | 1.8 | 4 | 0.4 | 1 | 7 | -1.0 | 0 | 6 | 1.0
Cc1ccc2nc(C3CCCN(C(=S)Nc4ccccc4C)C3)[nH]c2c1 (stereo not given) | -1.9 | 0 | 0.3 | 6 | -6 | -5.5 | -4 | 0 | 0.1
Cc1nn(Cc2ccc(C(=O)Nc3ccccc3C(F)(F)F)o2)c(C)c1Br | / | 5 | -0.3 | -2 | -1 | -3.1 | 10 | 6 | -0.4
OCC[C@@H]1C[C@@H](O)[C@H](O)[C@@]2(CCCO2)O1 | 0.1 | -6 | -0.7 | 1 | 2 | 0.0 | 8 | -7 | 0.1
CC(=O)C1=C(O)C(=O)N(CCN2CCOCC2)C1c1ccc(N(C)C)cc1 (stereo not given) | / | -4 | -0.4 | -1 | -4 | -2.2 | 13 | -2 | 0.5
Cc1ccc(NC(=O)CN(C)C(=O)COc2ccc(Br)cc2)cc1 | -0.3 | 5 | / | -7 | -2 | -0.7 | 0 | 0 | -0.1
O=C(O)c1cc(-c2ccc(-c3c(-c4ccc5c(c4)OCO5)noc3-c3ccsc3)cc2)nc2ccccc12 | 1.2 | 0 | 2.5 | 2 | -2 | -21 | -5 | 4 | 0.0
Cc1ccc2[nH]c(O)c(N=Nc3ccccc3[N+](=O)[O-])c2c1 | 0.9 | 1 | -0.6 | -4 | -1 | -3.8 | 6 | -5 | -0.1
Cn1c(=O)[nH]c(=O)c2c1nc1n2CCCN1CCc1ccccc1 | / | 0 | -1.8 | -3 | -18 | -0.6 | 13 | 6 | -0.6
Cc1ccc(OCc2ccc(C(=O)Nc3nc4ccccc4n3Cc3ccccc3)o2)c([N+](=O)[O-])c1 | / | -4 | 1.3 | 2 | -1 | -2.0 | 9 | 2 | 0.3
